CendR NRP1 mod = modulators of CendR peptide binding to human neuropilin-1; O14786; FAM-RPARPAR peptide binding to NRP-1, fluorescence polarization; inhibition, % at 25 µM; 360,000 compounds, 0.85% hits; AID 602438;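 active means inhibition or corrected inhibition above about 18%, plus a signal ratio from 0.5 to 1.5, limit read from the data, passing the limit was not always enough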; further: strong numbers were not always called active
SKN-1 block = blocks SKN-1 activity in C. elegans; C. elegans VP596 Pgst-4::GFP/RFP ratio, acrylamide-induced, 24 h; inhibition, % at 21.8 µM; 360,000 compounds, 0.49% hits; AID 624304;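 active means interference check ratio from 0.5 to 1.5 plus GFP to RFP signal ratio inhibition reaching or exceeding a fixed threshold, cut at about 30% in these data, passing the limit was not always enough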; further: some compounds called inactive have numbers as strong as hits
Scp-1 inhibitor = inhibitors of human Scp-1 phosphatase. Recombinant Scp1, phosphopeptide, malachite green phosphate absorbance. inhibition, % at 20 µM. 340,000 compounds, 0.88% hits. Q9GZU7;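 active means inhibition above about 50% at 20 µM, limit read from the data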;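 further: plate controls were DMSO wells with enzyme for no effect and wells lacking enzyme for full effect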
Target sequence (Q9GZU7 76-261 limits assumed): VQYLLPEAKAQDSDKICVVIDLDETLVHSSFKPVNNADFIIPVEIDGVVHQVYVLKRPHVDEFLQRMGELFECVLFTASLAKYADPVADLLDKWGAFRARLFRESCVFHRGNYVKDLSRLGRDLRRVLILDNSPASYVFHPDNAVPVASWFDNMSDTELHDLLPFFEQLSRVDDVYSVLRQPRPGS
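Test system: SCP-1 phosphatase catalytic domain, residues 76-261 | Compound dosing: One concentration, 20 µM, with 1.0% DMSO | Schedule: 45 min room-temperature reaction, 5 min colour, 30 min stabiliser | Detection: Absorbance at 630 nm | Read-out basis: % inhibition of SCP-1 phosphate liberation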
STEP block = blocks human striatal-enriched tyrosine phosphatase; P54829; recombinant STEP, OMFP fluorogenic substrate, fluorescence; inhibition, % at 20 µM; 360,000 compounds, 0.25% hits;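 active means inhibition at 20 µM, scaled per plate between control wells, above about 37%, limit read from the data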;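 further: 0% = DMSO with enzyme and substrate and 100% = substrate only without enzyme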
Target sequence (P54829 whole entry, looked up): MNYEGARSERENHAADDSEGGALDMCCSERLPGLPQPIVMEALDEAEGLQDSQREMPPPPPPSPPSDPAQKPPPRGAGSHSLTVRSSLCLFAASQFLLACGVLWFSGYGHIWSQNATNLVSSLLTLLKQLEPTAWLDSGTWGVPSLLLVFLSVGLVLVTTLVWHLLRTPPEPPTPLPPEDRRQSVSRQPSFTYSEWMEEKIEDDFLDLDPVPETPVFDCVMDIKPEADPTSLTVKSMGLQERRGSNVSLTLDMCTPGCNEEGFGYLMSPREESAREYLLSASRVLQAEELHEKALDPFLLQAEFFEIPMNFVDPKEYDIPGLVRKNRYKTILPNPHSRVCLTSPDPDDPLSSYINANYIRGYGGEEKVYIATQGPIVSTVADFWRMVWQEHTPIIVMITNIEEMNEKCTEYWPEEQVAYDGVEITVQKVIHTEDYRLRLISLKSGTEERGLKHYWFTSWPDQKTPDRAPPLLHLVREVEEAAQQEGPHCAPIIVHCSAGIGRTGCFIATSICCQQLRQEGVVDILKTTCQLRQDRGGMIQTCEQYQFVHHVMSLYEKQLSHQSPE
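Measure: Control-normalized % inhibition with plate pattern correction | Test system: STEP phosphatase, cell-free reaction | Medium: pH 6.0 Bis-Tris with DTT and Tween 20 | Technique: Fluorescence, 480/540 nm | Times: Reaction 20 min, ambient temperature | Doses: Single compound dose of 20 µM, 1% DMSO final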
DNMT1 inh = DNMT1 (human) enzyme inhibition; inhibition (reported as % activation of signal), % at 10 µM; P26358; DNMT1 molecular beacon, Hinp1I cleavage, fluorescence; 360,000 compounds, 0.83% hits; in the data active means inhibition above about 50%
MT1-MMP act inh = blocks activation of human MT1-MMP; P50281; HT1080 RFP-PRO-GFP cells, GFP/RFP ratio fluorescence, overnight; percent of plate control window, DMSO zero; GFP/RFP ratio change, % at 20 µM; 360,000 compounds, 0.061% hits; AID 651647;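 active means GFP/RFP ratio change of at least 30% with cell ATP level not reduced by more than half and red fluorescence within 50% of control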; further: strong numbers were not always called active
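Assay system: HT1080 cells carrying an RFP-PRO-GFP reporter | Dosing: Single dose of 20 µM compound, 1% DMSO final | Incubation: Cells overnight before dosing, compound overnight, 37 °C, 5% CO2 | Evaluation: GFP/RFP fluorescence ratio | Control set: DMSO and RFP-L50D-GFP cell wells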
LMPTP block = LMPTP (human) inhibition. 360,000 compounds, 0.22% hits. recombinant LMPTP-A, OMFP fluorogenic substrate, fluorescence intensity. inhibition, % at 20 µM;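 active means compounds that cut the enzyme signal by at least half of the control window in the single-dose screen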;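 further: plate controls were DMSO wells with enzyme plus substrate for no effect and substrate without enzyme for full effect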
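Buffer or medium: Bis-Tris pH 6.0, DTT, detergent; Assay system: LMPTP-A enzyme; Quantity: 0.625 nM enzyme; Detection: endpoint fluorescence intensity; Times: 50 min dark incubation at room temperature; Controls: substrate-only low control, DMSO enzyme-plus-substrate high control; Doses: single 20 µM dose; Read-out: percent inhibition versus substrate-only and uninhibited controls; Reagent: 400 µM OMFP.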
NadD inh = blocks S. aureus nicotinate mononucleotide adenylyltransferase; purified NadD enzyme, colorimetric absorbance read-out; inhibition, % at 20 µM; 360,000 compounds, 0.78% hits; in the data active means inhibition above about 26%; further: some compounds past the cut are filed as inactive
Rpn11 block = inhibitors of human proteasome Rpn11 | O00487 | AID 588493 | calls only at 20 µM | human 26S proteasome, Ub4-pepOG fluorescence polarization; 20S core pre-blocked with epoxomicin | 360,000 compounds, 0.59% hits;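 active means inhibition at 20 µM, scaled to each plate's controls, above about 33%, limit read from the data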
SUMO1 PPI mod = alters human SUMO1 binding to SIM partners | P63165 | SUMO1 binding to a labelled peptide, TR-FRET, 1 h | inhibition, % at 20 µM | 360,000 compounds, 0.33% hits | AID 602429; in the data active means inhibition above about 37%
Target sequence (P63165 whole entry, looked up): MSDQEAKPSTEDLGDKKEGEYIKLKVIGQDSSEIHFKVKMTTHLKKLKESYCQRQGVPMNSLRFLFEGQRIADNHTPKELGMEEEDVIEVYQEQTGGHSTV
* hit, by the source's call; i = inactive; nt = no result given. Rows are unselected. Share with any hit: about 3.9%.

Molecule	CendR NRP1 mod	SKN-1 block	Scp-1 inhibitor	STEP block	DNMT1 inh	MT1-MMP act inh	LMPTP block	NadD inh	Rpn11 block	SUMO1 PPI mod
CCCCC(CCC(=O)Nc1nccs1)C(=O)O (stereo not given)	1	-1	-4	-5	5	2	-2.1	1	i	3
O=c1cc(O)nc(-c2ccccc2)s1	-12	-5	-5	4	0	-4	0.9	-4	i	-1
CCCCC1CC2=C(C(=O)OC(C)(C)O2)C(c2ccc3ccccc3c2)O1 (stereo not given)	6	5	nt	3	-8	-1	4.6	0	i	3
CCCN(CCC)c1nc2ccccc2nc1C(C#N)C(=O)OCCOC (stereo not given)	-6	6	-10	3	-6	-4	2.3	1	i	-11
CCOc1ncccc1C(=O)OCC(=O)Nc1ccc(S(=O)(=O)N2CCCC2)cc1	7	-9	-2	-2	2	-3	-1.1	5	i	2
COC(=O)C(C(=O)OC)c1cc2c(cc1CNS(=O)(=O)c1ccc(C)cc1)OCO2	16	-6	nt	nt	nt	12	0.0	nt	nt	12
O=C(COC(=O)CCC(=O)c1ccc(F)cc1)Nc1nnc(-c2ccccc2)o1	0	5	-7	2	-4	2	-0.4	12	i	3
CC(N=Cc1cccc(O)c1O)c1ccccc1 (stereo not given)	-10	2	-11	6	0	-5	16	17	i	24
COCCn1c(=O)[nH]c(=O)c2c1nc(-c1ccc(-c3ccc(Cl)cc3[N+](=O)[O-])o1)n2Cc1ccccc1	-21	21	-7	1	-41	-1	4.0	45*	i	-3
COc1ccc(Cn2nnnc2C(c2ccccc2)N2CCN(C3CCCC3)CC2)cc1 (stereo not given)	-11	-12	-10	-3	-1	0	-3.1	-7	i	-3
COc1cc(/C=N/NC(=O)c2ccc(NC(=O)C3CC3)cc2)ccc1OC(C)=O	27*	3	-4	-1	2	10	0.3	0	i	0
CC1CC(C)CN(c2ncc3c(n2)CC(c2ccccc2Cl)CC3=O)C1 (stereo not given)	-4	0	12	4	-2	-6	4.8	19	i	-3
O=C(Nc1ccc(S(=O)(=O)Nc2nccs2)cc1)c1nn(-c2ccccc2)ccc1=O	-24	8	75*	7	43	-3	48	19	i	10
Cc1cn(CC(=O)N(C)Cc2ccco2)c(=O)[nH]c1=O	5	-16	4	2	4	0	-0.3	-1	i	-7
CC(=NCc1ccccc1)c1ccccc1O	-1	16	nt	1	5	3	-0.9	-1	i	-1
CCc1ccc(C(=O)C(C)OC(=O)c2nc3nc(C)cc(C)n3n2)cc1 (stereo not given)	11	-1	-2	-3	-1	7	0.0	0	i	-1
FC(F)(F)c1ccccc1NC(=S)N/N=C1\CC2CC=CC12 (stereo not given)	-7	-1	-7	0	-6	3	-0.8	1	i	7
CC(C)N1C(=O)C2C(C(=O)NCc3ccccc3)C3C=CC2(O3)C1C(=O)NC(C)(C)C (stereo not given)	4	-12	3	-3	1	-6	-1.7	-5	i	0
CCOC(=O)c1c(SC)[nH]c2c(Cl)cccc2c1=O	12	-7	-7	-1	-2	4	-0.6	-7	i	9
COc1cccc(C(C)(O)c2nc(-c3ccoc3)cs2)c1 (stereo not given)	-18	6	nt	0	-4	-5	-2.0	3	i	8
Fc1ccccc1NC(=S)Nc1cccc2cnccc12	44*	6	-6	4	-2	-9	4.2	3	i	7
CN(C)c1nc2n(c(=O)n1)CCO2	0	7	2	-3	0	9	-0.3	-4	i	1
O=C(N/N=C/c1cccn1-c1ccc([N+](=O)[O-])cc1)C(O)c1ccccc1 (stereo not given)	-1	2	-8	0	-4	1	0.4	-2	i	-35
Cn1c(CC(=O)Nc2ccc(F)cc2)nnc1SCC(=O)NC1CCCCC1	9	8	-1	-3	1	-4	-0.5	2	i	3
O=[N+]([O-])c1cccc2ccc(/C=C/c3cccc(Br)c3)nc12	-1	22	1	-2	-6	7	2.6	6	i	0
CCCCc1nc(SCC(=O)Nc2ccc(S(N)(=O)=O)cc2)n[nH]1	6	12	-4	4	4	3	-1.1	0	i	-2
COc1ccc(CN(C)C(=O)Cc2ccc(OC)c(S(=O)(=O)N3CCOCC3)c2)cc1OC	13	13	-6	-4	-61	1	-7.9	0	i	-155
C/C(=N/N1CCN(c2ccccn2)CC1)c1cccc([N+](=O)[O-])c1	6	3	-8	2	-7	8	-1.7	-4	i	-16
COc1cc(SC)ccc1C(=O)NC1CCCc2ccccc21 (stereo not given)	-4	-20	-5	2	2	-8	2.1	1	i	2
CC(=O)Nc1ccc(S(=O)(=O)N2CCCC(C(=O)N3CCN(c4ccccc4)CC3)C2)cc1 (stereo not given)	4	1	-5	1	2	0	0.4	2	i	5
COc1ccc(/C=N/n2nnnc2N)c(OC)c1	-2	-8	-7	-2	0	2	-1.4	-5	i	-5
COc1ccc(S(=O)(=O)NC(C)(C)C)cc1-c1nnc2c3ccccc3c(C)nn12	2	-7	-5	4	1	-1	-0.9	15	i	6
CCN1C(=O)N/C(=C/c2ccc(C)o2)C1=O	-6	5	1	-3	9	3	1.0	8	i	-6
CCOCCCN(C(=O)Cn1nnc2ccccc21)C(C(=O)NCc1ccco1)c1ccncc1 (stereo not given)	-4	3	1	3	-9	3	-0.3	11	i	-2
CC(=O)NS(=O)(=O)c1ccc(NC(=O)CN2C(=O)C3C4C=CC(C4)C3C2=O)cc1 (stereo not given)	9	4	4	-2	4	-1	-2.4	2	i	0
Cn1c(=O)c2c(Nc3ccc(F)cc3)cc(=O)n(-c3ccccc3)c2n(C)c1=O	4	11	-5	-2	0	12	-1.8	-3	i	-2
COc1ccccc1N1C(=O)C2C3CC(c4ccccc4)C(C3)C2C1=O (stereo not given)	-16	1	-13	0	4	-1	-1.7	-6	i	-4
Cc1ccc2nc(SCC(=O)N3CCCCCC3)nc(=O)n2c1	1	3	-3	0	1	-1	-1.8	0	i	-2
COc1ccc(C2CC(c3cccs3)=NN2C(=O)CSc2nc(=O)n3cc(C)ccc3n2)cc1 (stereo not given)	-26	8	-2	2	-2	-6	6.2	26	i	-121
O=C(Nc1cccc(-c2nc3ncccc3o2)c1)c1ccco1	4	5	-7	-2	0	-12	-1.5	1	i	-7
COCCN(Cc1cc2cc(C)c(C)cc2nc1Cl)C(=O)N1CCOCC1	7	9	4	0	1	-4	-1.4	-9	i	0
O=C(C1CCN(S(=O)(=O)c2cccc3nsnc23)CC1)N1CCCc2ccccc21	3	-11	-2	1	0	-10	-0.8	-1	i	-23
COc1ccc(N(CC(=O)NCCSC2CCCCC2)S(C)(=O)=O)c(OC)c1	6	-19	-6	-3	-1	-1	-0.6	-6	i	-1
Cc1c(C(=O)NCCN2C(=O)S/C(=C\c3cccs3)C2=O)cccc1[N+](=O)[O-]	-9	10	-4	-1	5	-1	1.1	-3	i	-11
COC(=O)c1sc(C(F)(F)F)c(-c2ccccc2)c1S(=O)(=O)N1CCOCC1	8	4	-14	-1	3	-1	1.5	-12	i	2
CCN1C(=O)CC2(C[N+]3(C)CCC2CC3)C1=O (stereo not given)	-3	1	-8	2	-4	-1	-0.7	0	i	2

Already shown: 9 of the compounds above.
Molecule	CendR NRP1 mod	SKN-1 block	Scp-1 inhibitor	STEP block	DNMT1 inh	MT1-MMP act inh	LMPTP block	NadD inh	Rpn11 block	SUMO1 PPI mod
COc1ccccc1N1C(=O)C2C3CC(c4ccccc4)C(C3)C2C1=O (stereo not given)	-16	1	-13	0	4	-1	-1.7	-6	i	-4
Cc1ccc2nc(SCC(=O)N3CCCCCC3)nc(=O)n2c1	1	3	-3	0	1	-1	-1.8	0	i	-2
COc1ccc(C2CC(c3cccs3)=NN2C(=O)CSc2nc(=O)n3cc(C)ccc3n2)cc1 (stereo not given)	-26	8	-2	2	-2	-6	6.2	26	i	-121
O=C(Nc1cccc(-c2nc3ncccc3o2)c1)c1ccco1	4	5	-7	-2	0	-12	-1.5	1	i	-7
COCCN(Cc1cc2cc(C)c(C)cc2nc1Cl)C(=O)N1CCOCC1	7	9	4	0	1	-4	-1.4	-9	i	0
O=C(C1CCN(S(=O)(=O)c2cccc3nsnc23)CC1)N1CCCc2ccccc21	3	-11	-2	1	0	-10	-0.8	-1	i	-23
COc1ccc(N(CC(=O)NCCSC2CCCCC2)S(C)(=O)=O)c(OC)c1	6	-19	-6	-3	-1	-1	-0.6	-6	i	-1
Cc1c(C(=O)NCCN2C(=O)S/C(=C\c3cccs3)C2=O)cccc1[N+](=O)[O-]	-9	10	-4	-1	5	-1	1.1	-3	i	-11
COC(=O)c1sc(C(F)(F)F)c(-c2ccccc2)c1S(=O)(=O)N1CCOCC1	8	4	-14	-1	3	-1	1.5	-12	i	2

Screens from PubChem.
